Tb PFK block: qHTS Assay to Find Inhibitors of T. brucei phosphofructokinase; ATP-dependent 6-phosphofructokinase (Trypanosoma brucei brucei), O15648; T. brucei PFK, ADP-Glo luminescence; Potency, µM (titrated, usually from 57.5 µM), for inactives: at the top dose activity, negative = inhibition, most hits filed as inhibitors; actives 0.17% (n = 330,000); AID 485367, 2010;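 further: potency means the concentration at half of the fitted maximal effect; 0% = uninhibited 1x PFK enzyme wells and -100% = no-enzyme wells; nearly all actives have a fitted effect of over 60% in size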
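Activity is normalized to no-enzyme wells (full inhibition) and 1.25 nM enzyme wells (no inhibition). Reaction: 0.5 mM F6P, 0.1 mM ATP, 45 min RT, ADP-Glo luminescence; concentration-response curves fitted and classed by quality.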
ELG1 DNA repair: qHTS screen for small molecules that inhibit ELG1-dependent DNA repair in human embryonic kidney (HEK293T) cells expressing luciferase-tagged ELG1. HEK293T ELG1-luciferase reporter, luminescence, 16 h; DNA damage induced by 5-fluorouridine. Potency, µM (doses to about 46.1 µM), for the others: top-dose activity change, negative = inhibition, hits mostly inhibitors. actives 2.3% (n = 330,000). AID 504467, 2011; further: potency means the concentration at half of the fitted maximal effect; on the % scale 0 is the no-effect control and ±100 the full control effect; nearly all actives have a fitted effect of over 55% in size
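Quantitative HTS, concentration-response format. 2,000 cells/well co-treated with 5-fluorouridine and compound, 16 hr in 5% CO2 at 37 °C; ONE-Glo luminescence read after 30 min.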
TSHR antagonist: Antagonists of the Thyroid Stimulating Hormone Receptor: HTS campaign | TSHR-expressing cells, TSH-stimulated cAMP HTRF, 2 h; stronger effect = lower value | activity change, negative = inhibition, % at 11.5 µM | Thyrotropin receptor (Homo sapiens), P16473 | actives 0.2% (n = 330,000);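 active means activity change below a set negative limit, meaning inhibition stronger than a set level, cut at about -70% in these data; inconclusive means activity change between two set negative limits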; further: on the % scale 0 is the no-effect control and ±100 the full control effect
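Antagonism was scored as loss of TSH-driven cAMP in TSHR cells, stimulated with 4nM TSH (EC80) for 2 hours at 37 deg C and detected by homogeneous HTRF competition immunoassay.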
Chronic BCR inh: qHTS Assay to Find Inhibitors of Chronic Active B-Cell Receptor Signaling; Potency, µM (titrated, usually from 46.1 µM), for the others: top-dose ratio change, negative = lower green/red ratio, actives largely listed as inhibitors; AID 493014, 2011; actives 0.05% (n = 340,000); ABC-DLBCL IkBa-CBG/CBR reporter, luminescence ratio, 4 h; active means well fitted inhibition curve with a large enough effect in the signal ratio, with a control signal flat, not every such curve was filed as active; inconclusive means small, poorly fitted or top-dose-only effect, or effect the other way, or a change in a side signal; the % refers to the signal ratio;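 further: potency means the concentration at half of the fitted maximal effect; plate controls were basal doxycycline-induced cells for no effect and cells given 10 µM MG132 for full effect; MG132 reads +100%, hits lower the ratio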
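Cell line TMD8 (human ABC DLBCL), stably expressing tet-inducible CBG68-IkBa fusion and CBR; IMDM/0.5% FBS; cpd up to 46 uM; dox induction, 4 h, 37C/5% CO2; dual luminescence; green/red ratio; MG132 control.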
Eya2 phos inh: qHTS Assay for Inhibitors of the Phosphatase Activity of Eya2. actives 0.006% (n = 330,000). recombinant Eya2, OMFP fluorescence dephosphorylation (OMFP is methylfluorescein phosphate). Potency, µM (titrated, usually from 76.9 µM), for inactives: at the top dose activity, negative = inhibition, most hits filed as inhibitors. Protein phosphatase EYA2 (Homo sapiens), O00167; further: potency means the concentration at half of the fitted maximal effect; on the % scale 0 is the no-effect control and ±100 the full control effect
Target sequence (O00167 whole entry, looked up): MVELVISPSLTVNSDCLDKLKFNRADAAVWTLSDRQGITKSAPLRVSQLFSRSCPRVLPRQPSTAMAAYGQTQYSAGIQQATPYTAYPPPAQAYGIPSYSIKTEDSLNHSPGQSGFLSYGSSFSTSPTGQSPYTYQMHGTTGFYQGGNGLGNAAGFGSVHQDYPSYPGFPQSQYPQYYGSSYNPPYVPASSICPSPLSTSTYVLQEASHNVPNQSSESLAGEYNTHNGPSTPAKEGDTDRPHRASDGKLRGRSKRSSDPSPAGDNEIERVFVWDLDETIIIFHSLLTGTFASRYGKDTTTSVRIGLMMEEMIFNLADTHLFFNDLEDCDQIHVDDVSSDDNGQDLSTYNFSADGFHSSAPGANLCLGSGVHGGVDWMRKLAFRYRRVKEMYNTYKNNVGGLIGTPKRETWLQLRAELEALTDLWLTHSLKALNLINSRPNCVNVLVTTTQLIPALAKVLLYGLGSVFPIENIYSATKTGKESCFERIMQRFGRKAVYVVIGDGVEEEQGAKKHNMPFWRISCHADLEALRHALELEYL
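Eya2 (0.2 uM) preincubated 10 min at ambient with compound, then OMFP substrate added at 50 uM; 10 min reaction in 50 mM HEPES pH 7.5, 50 mM NaCl, 5 uM MgCl2, 0.05% BSA, 1 mM DTT. Fluorescence read at Ex 485/Em 525 nm.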
USP2a block: qHTS Assay for Inhibitors of Ubiquitin-specific Protease USP2a Using CHOP2 as the Reporter; Ubiquitin carboxyl-terminal hydrolase 2 (Homo sapiens), O75604; USP2 core, Ub-CHOP2 coupled fluorogenic reporter, 485/531; Potency, µM (titrated, usually from 38.3 µM), for the others: at the highest dose activity change, negative = inhibition, usual class: inhibitors; actives 0.01% (n = 330,000);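 further: potency means the concentration at half of the fitted maximal effect; plate controls were DMSO wells for no effect and full inhibition by NEM control for full effect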
Target sequence (O75604 whole entry, looked up): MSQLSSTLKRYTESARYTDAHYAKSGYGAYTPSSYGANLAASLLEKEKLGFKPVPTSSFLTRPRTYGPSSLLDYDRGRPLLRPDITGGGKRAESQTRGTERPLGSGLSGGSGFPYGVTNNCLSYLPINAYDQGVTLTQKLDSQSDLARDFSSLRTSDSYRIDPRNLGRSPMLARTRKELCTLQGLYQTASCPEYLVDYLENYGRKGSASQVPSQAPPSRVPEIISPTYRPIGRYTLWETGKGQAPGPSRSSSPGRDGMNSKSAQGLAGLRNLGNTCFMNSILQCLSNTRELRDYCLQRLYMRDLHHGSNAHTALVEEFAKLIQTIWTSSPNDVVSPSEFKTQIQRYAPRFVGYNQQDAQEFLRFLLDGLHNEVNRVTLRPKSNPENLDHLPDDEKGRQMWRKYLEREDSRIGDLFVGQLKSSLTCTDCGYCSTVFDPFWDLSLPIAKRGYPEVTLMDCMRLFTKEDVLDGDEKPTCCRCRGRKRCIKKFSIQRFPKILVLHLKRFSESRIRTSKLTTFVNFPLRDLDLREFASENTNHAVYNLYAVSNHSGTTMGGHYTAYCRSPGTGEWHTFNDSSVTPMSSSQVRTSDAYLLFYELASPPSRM
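USP2 core (10nM final) preincubated 30min RT with compound in 20mM Tris-HCl pH 8.0, 2mM CaCl2, 2mM beta-mercaptoethanol, 0.05% CHAPS; 25nM Ub-CHOP2 plus 25nM reporter substrate added, fluorescence (Ex485/Em531) read after 60min.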
uPA generation: qHTS for Inhibitors of Cell Surface uPA Generation. cell surface uPA generation assay, qHTS. Potency, µM (titrated, usually from 38.3 µM), for inactives: top-dose activity change, negative = inhibition, usual class: inhibitors. actives 0.31% (n = 330,000). AID 540303, 2011; active means well fitted inhibition curve with a large enough effect; inconclusive means small, poorly fitted or top-dose-only effect; inactive means no such curve, though single readings can be large or run the other way; tested in mouse RAW 264.7 cells; further: potency means the concentration at half of the fitted maximal effect; on the % scale 0 is the no-effect control and ±100 the full control effect; nearly all actives have a fitted effect of over 55% in size
TCR act: Activators of T cell receptors: qHTS campaign; primary human leukocytes, anti-CD3, IL-2 HTRF, 48 h; Potency, µM (series often up to 9.22 µM), for inactives: top-dose activation of IL-2 secretion, hits mostly activators; AID 504894, 2011; 330,000 tested, under 10 active; further: % of control where 0% means no effect
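Primary human leukocytes were stimulated with a-CD3 beads plus compounds for 48 hr without co-stimulation; secreted IL-2 was quantified by HTRF using a-IL-2-K (europium cryptate) and a-IL-2-d2, excited at 320nm with acceptor emission read at 665nm.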
B2AR arrestin: qHTS assay of beta-arrestin-biased ligands of beta2-adrenergic receptor; actives 0.02% (n = 330,000); beta-arrestin recruitment to beta2AR, cell-based reporter; Potency, µM (doses to about 46.1 µM), without a hit: top-dose activation, actives largely listed as activators; AID 492947, 2010;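 further: potency means the concentration at half of the fitted maximal effect; 0% = DMSO controls and full agonism = EC100 isoproterenol or metaproterenol; nearly all actives have a fitted effect of over 65% in size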
TSG101-PTAP inh: qHTS Assay for Iinhibitors of HIV-1 Budding by Blocking the Interaction of PTAP/TSG101. Tumor susceptibility gene 101 protein (Homo sapiens), Q99816. Fluorescence polarization, FITC-PTAP peptide / Tsg101 binding. Potency, µM (series often up to 115 µM), inactives show at the highest dose activity change, negative = inhibition, actives largely listed as inhibitors. 340,000 tested, under 10 active; active means well fitted inhibition curve with a large enough effect in the main read-out, with a control signal flat, not every such curve was filed as active; inconclusive means small, poorly fitted or top-dose-only effect, or effect the other way, or a change in a side signal; inactive means no such curve, though single readings can be large or run the other way; further: potency means the concentration at half of the fitted maximal effect; % of control where 0% means no effect
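Fluorescence anisotropy tracks displacement of a FITC-tagged PTAP peptide (50 nM) from the Tsg101 binding domain (10 uM), following a 20 min room-temperature incubation at pH 7.5.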
Mito fusion yeast: qHTS Assay for Small Molecule Inhibitors of Mitochondrial Division or Activators of Mitochondrial Fusion | Potency, µM (series often up to 46.1 µM), inactives show top-dose growth rescue (activation), hits mostly activators | S. cerevisiae fusion-defective mutant growth rescue, CellTiterGlo 48 h | actives 0.23% (n = 320,000);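 further: potency means the concentration at half of the fitted maximal effect; % of control where 0% means no effect; nearly all actives have a fitted effect of over 45% in size; temperature-sensitive fusion mutants such as fzo1-1 at 37 °C on non-fermentable ethanol glycerol medium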
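Luminescent cell viability in 1536-well qHTS format served as the measure of rescued growth in ts fusion-mutant S. cerevisiae cultured on non-fermentable YPEG for 48 hours at 37C.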
* marks the source's active call; other numbers are inactive results; ? = inconclusive; / = no result given; [ ] = remark or other dose. Unless noted, the call rests on the fitted dose curve; in most records, active means well fitted curve in the direction sought with a large enough effect; inconclusive means small, poorly fitted or top-dose-only effect, or another doubt; inactive means no such curve, though single readings can be large; an effect the other way counts as inactive or inconclusive. Random draw from the library, and some 3% of all compounds hit somewhere here.

SMILES	Tb PFK block	ELG1 DNA repair	TSHR antagonist	Chronic BCR inh	Eya2 phos inh	USP2a block	uPA generation	TCR act	B2AR arrestin	TSG101-PTAP inh	Mito fusion yeast
COC(=O)C1CSc2[nH]c(=O)sc2C1c1ccccc1 (stereo unspecified)	3%	6%	-7	-2%	4%	7%	/	6%	0.3%	?	-4%
O=C(NCCc1c[nH]c2ccccc12)C(=O)NCC1OCCCN1S(=O)(=O)c1cccs1 (stereo unspecified)	-6%	?	-10	-1%	7%	2%	3%	-3%	0.3%	0%	0%
CCOC(=O)c1c(NC(C)=O)sc2c(O)c(Br)ccc12	1%	-9%	-10	8%	6%	0%	/	2%	0.2%	-10%	3%
COc1ccc(OC)c(NC(=O)Cn2c(CCC(=O)O)ccc2-c2ccccc2)c1	10%	-11%	-5	7%	11%	1%	7%	-2%[46.1 µM]	?	1%	-5%
COc1ccc(C=O)cc1Oc1nc(Cl)ncc1F	-5%	-4%	22	-2%	-5%	11%	2%	-3%	0.3%	-3%	-6%
CCCCN1CC2=C(C1=O)C(c1ccc(O)cc1)NC(=O)N2C (stereo unspecified)	2%	?	14	-38%	-22%	2%	-1%	-2%	0.3%	-3%	-1%
COC(=O)CCC(=O)Nc1cc(S(=O)(=O)Nc2ccc(Cl)cc2)ccc1N1CCOCC1	1%	8%	4	4%	-9%	2%	-4%	4%[46.1 µM]	0.2%	0%	-6%
Cc1ccc(-c2csc3ncnc(N4CCN(c5ccccc5O)CC4)c23)cc1	-5%	5.8µM*	-5	?	-5%	2%	12%	-1%	-0.4%	-6%	17%
CC(C)(C)c1cc(C(=O)NN)n(Cc2ccc(Cl)cc2Cl)n1	0%	?	14	-11%	-10%	2%	-2%	1%	-0.6%	-7%	1%
CC(C)CCNC(=O)c1onc(CSc2ccc(Cl)cc2)c1C(=O)NCCC(C)C	4%	1%	-6	?	-17%	5%	13%	1%	0.1%	-8%	-8%
COc1ccc(-n2nnnc2SCC(=O)N2CCCC2=O)cc1	0%	-1%	-11	0%	7%	1%	-2%	4%	-0.2%	-4%	1%
N#CCCN1CCN(S(=O)(=O)c2ccc(S(=O)(=O)N3CCOCC3)cc2)CC1	-1%	3%	10	13%	5%	1%	5%	-2%	-0.3%	0%	1%
O=C(NN1C(=O)CSC1=S)c1cccnc1	1%	6%	-4	4%	-8%	1%	-4%	-5%	-0.4%	1%	-4%
NS(=O)(=O)c1ccc(CCNC(=O)Cc2cccs2)cc1	-2%	?	12	1%	5%	0%	0%	4%	0.0%	-4%	1%
COc1ccc(-c2nc(SCC(=O)N3CCOCC3)n[nH]2)cc1	6%	?	5	0%	10%	-2%	-5%	-1%	0.4%	-5%	-3%
COc1ccc(C(CNC(=O)COc2cccc(C)c2)N2CCCC2)cc1 (stereo unspecified)	-1%	10%	6	-1%	3%	0%	-27%	/	-1.0%	-4%	3%
OC(c1ccccc1)C1CN(Cc2ccccc2)CCC1(O)c1ccccc1 (stereo unspecified)	15%	0%	5	8%	-10%	-1%	6%	-3%	-0.7%	-1%	-5%
O=C(CCn1nc(-c2ccc(Cl)cc2)c2ccccc2c1=O)Nc1cccnc1	-8%	-11%	-5	-2%	11%	1%	-4%	8%	0.2%	-3%	-8%
Cc1cc(C(=O)NCCCN2CCN(C3CCCCC3)CC2)n(-c2ccccc2)n1	3%	10%	4	2%	4%	0%	17%	5%[46.1 µM]	2.3%	-6%	0%
COc1ccc(-n2nc(C(=O)NCC(=O)N3CCN(c4ccccc4OC)CC3)c3ccccc3c2=O)c(OC)c1	0%	?	4	4%	-2%	2%	-9%	-5%	0.5%	-7%	9%
CCc1ccccc1S(=O)(=O)Cc1ccc(C(=O)NCCc2ccccc2)o1	3%	-3%	-13	9%	-6%	-1%	3%	7%	-1.1%	-6%	20%
CCCCCCSC1=C(C#N)C(c2ccccc2)CC(=O)N1 (stereo unspecified)	-7%	0%	-10	9%	2%	2%	-7%	/	0.3%	-3%	-4%
COc1cccc(C(=O)C2CCCN(Cc3cccc(-n4cccn4)c3)C2)c1 (stereo unspecified)	0%	-17%	9	-2%	2%	-2%	-1%	-5%	0.3%	1%	1%
CS(=O)(=O)N(CC(=O)N1CCCCCC1)c1cc(Cl)ccc1Cl	1%	-27%	0	0%	-13%	-1%	9%	-1%	-0.3%	-1%	3%
CC(=O)Nc1cccc(Oc2ncnc3scc(-c4ccc(C)cc4)c23)c1	-3%	?	-18	?	2%	-4%	-4%	0%[46.1 µM]	4.0%	-3%	?
Further structures.
SMILES	Tb PFK block	ELG1 DNA repair	TSHR antagonist	Chronic BCR inh	Eya2 phos inh	USP2a block	uPA generation	TCR act	B2AR arrestin	TSG101-PTAP inh	Mito fusion yeast
Cc1[nH]n(-c2ccc([N+](=O)[O-])cc2)c(=O)c1C=NCCN1CCN(C(=O)c2ccc(F)cc2)CC1	0%	14%	-16	?	-12%	0%	/	-1%	0.5%	-5%	-4%
CCc1cc2ccccc2nc1SCC(=O)Nc1cc(C)on1	-3%	4%	-2	-1%	6%	2%	1%	-3%	-0.5%	-1%	-3%
COc1ccccc1OCc1ccc(C(=O)N(C)C)o1	-2%	?	5	1%	12%	1%	-10%	3%	0.0%	0%	1%
CN(C)CCn1c2c(c(SCC(=O)Nc3ccccc3C(F)(F)F)nc1=O)CCCC2	-9%	-3%	-10	-1%	13%	2%	1%	6%	0.2%	1%	-3%
COc1ccc(/C=N/NC(=O)c2cnccn2)c(OC)c1OC	1%	-5%	-5	1%	7%	0%	8%	-3%	-0.9%	-10%	0%
CN(C)C1=NCCN1CCC1CCCCC1	0%	14%	7	-1%	4%	0%	-5%	-10%	0.3%	-2%	-1%
CCOP(=O)(OCC)c1nc(/C=C/c2ccccc2)oc1NCc1ccc(OC)cc1	-7%	?	-3	?	-16%	-7%	/	-1%	0.3%	-8%	6%
COC(=O)c1ccc2c(=O)n3c(nc2c1)SCC(c1ccccc1)=N3	4%	10%	-27	0%	7%	3%	4%	0%	-0.2%	-3%	10%
CC(C)(C)c1nc2c(Br)cc(Br)cc2c(=O)o1	-1%	16%	10	-1%	-3%	0%	-3%	7%[46.1 µM]	-0.1%	1%	-2%
Cc1ccc(SCC(=O)OC(C)C(=O)Nc2ccc(S(N)(=O)=O)cc2)cc1C (stereo unspecified)	12%	-3%	-10	0%	14%	3%	0%	-1%	0.4%	-8%	-1%
O=C(NNS(=O)(=O)c1ccccc1[N+](=O)[O-])c1cccc([N+](=O)[O-])c1	2%	-7%	-2	0%	-1%	-1%	3%	6%[46.1 µM]	-1.4%	-3%	-2%
O=C(/C=C/c1ccc2c(c1)OCO2)NCCS(=O)(=O)N1CCN(c2ccc(F)cc2)CC1	0%	-20%	21	-7%	11%	2%	?	-2%	0.0%	0%	0%
CCOC(=O)C1=C(C)N=c2s/c(=C\c3ccc(OCC(=O)O)cc3)c(=O)n2C1c1ccccc1OC (stereo unspecified)	-5%	-6%	-12	0%	-5%	3%	2%	5%	-0.9%	2%	14%
CCCCn1c(CNC(=O)c2cccs2)nc2ccccc21	-1%	2%	-9	-10%	-15%	-1%	1%	5%[46.1 µM]	-0.6%	-4%	2%
C/C(=N\NC(=S)NC(C)C)c1ccc2c(c1)OCCO2	-4%	-12%	-6	?	-20%	0%	4%	2%[46.1 µM]	-0.4%	1%	2%
Cc1ccc(NC(=S)NNC(=O)c2ccc(N3CCOCC3)c([N+](=O)[O-])c2)cc1Cl	4%	8%	2	-8%	-6%	-10%	2%	9%[46.1 µM]	0.5%	-5%	13%
CCCC(C)NC(=O)c1ccc(F)cc1 (stereo unspecified)	18%	?	6	7%	-7%	1%	0%	-1%	-0.3%	-4%	7%
Cc1nnc(NC(=O)C2c3ccccc3Oc3ccccc32)s1	-20%	-11%	-8	6%	-19%	2%	-14%	4%[46.1 µM]	-0.5%	-1%	22%

Screening results (PubChem)
